Compound activity as filed in PubChem BioAssay.
aSyn rescue = qHTS of alpha-syn Inhibitors; Yeast expressing alpha-synuclein, growth rescue, BacTiter-Glo, 24 h; Potency, µM (titrated, usually from 46.1 µM), for inactives: top-dose growth rescue (activation), actives largely listed as activators; actives 0.14% (n = 370,000); AID 652106, 2013; note: potency is the fitted concentration of half-maximal effect; % of control where 0% means no effect; nearly all actives have a fitted effect of over 65% in size
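Screening used galactose-induced yeast with toxic alpha-synuclein levels, exposed to compound for 24 hr at 30 deg C. Cell growth, read with BacTiter-Glo luminescence, gave the measured signal.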
EPAC2 antag = qHTS for Antagonist of cAMP-regulated guanine nucleotide exchange factor 2 (EPAC2): primary screen; actives 0.18% (n = 360,000); AID 720708, 2013; Potency, µM (titrated, usually from 114 µM), for inactives: top-dose activity, negative = inhibition, actives largely listed as inhibitors; EPAC2 GEF exchange of Rap1B-BODIPY-GDP, fluorescence; note: potency is the fitted concentration of half-maximal effect; % is set by controls: 0 for no effect and ±100 for the full control effect; nearly all actives have a fitted effect of over 45% in size; many of its hits are not listed in these tables
TDP-43 yeast inh = qHTS of TDP-43 Inhibitors | Potency, µM (titrated, usually from 46.1 µM), inactives show at the highest dose growth rescue (activation), usual class: activators | actives 1.8% (n = 410,000) | TDP-43 expressing yeast growth rescue, BacTiter-Glo, 24 h | AID 652104, 2013; note: potency is the fitted concentration of half-maximal effect; % of control where 0% means no effect; nearly all actives have a fitted effect of over 50% in size
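In this qHTS, compounds that restore growth of yeast expressing TDP-43 appear as activators. Cells (OD600=0.02, galactose medium, raffinose-pregrown) are incubated with compound 24 hr at 30 deg C and growth is quantified by BacTiter-Glo.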
D3 antag = qHTS of D3 Dopamine Receptor Antagonist: qHTS. D(3) dopamine receptor (Homo sapiens), P35462. D3R cells, DiscoveRx beta-arrestin luminescence, antagonist mode; active compounds read low. max response, negative = inhibition, %. actives 2.5% (n = 360,000). AID 652054, 2013; in the data active = max response below about -50%; inconclusive = no clear call, values can overlap the other calls; note: % is set by controls: 0 for no effect and ±100 for the full control effect; mostly tested at two doses, the higher about 12 µM
Target sequence (P35462 whole entry, looked up): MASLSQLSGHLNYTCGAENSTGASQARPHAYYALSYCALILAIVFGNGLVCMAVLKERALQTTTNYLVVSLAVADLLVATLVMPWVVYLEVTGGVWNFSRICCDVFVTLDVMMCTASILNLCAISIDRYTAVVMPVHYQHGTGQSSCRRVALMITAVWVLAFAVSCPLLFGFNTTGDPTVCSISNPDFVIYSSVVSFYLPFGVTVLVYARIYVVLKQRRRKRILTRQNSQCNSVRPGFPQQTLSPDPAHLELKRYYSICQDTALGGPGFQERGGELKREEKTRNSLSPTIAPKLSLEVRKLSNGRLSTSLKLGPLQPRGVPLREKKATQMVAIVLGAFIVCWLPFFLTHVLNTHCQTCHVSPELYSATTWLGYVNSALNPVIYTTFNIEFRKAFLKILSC
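Cells expressing the human receptor were seeded at 1500 cells/well, incubated overnight at 37 degrees C in 5% CO2, then exposed to library compounds with dopamine controls for 90 minutes at 37 degrees C before luminescent detection.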
DRD3 agonist = qHTS of D3 Dopamine Receptor Agonist: qHTS | max activation, % | D3R DiscoveRx beta-arrestin cells, luminescence, 90 min | actives 0.58% (n = 410,000) | AID 652048, 2013 | D(3) dopamine receptor (Homo sapiens), P35462; in the data active = max activation above about 30%; note: 0% is about no effect; mostly tested at two doses, the higher about 12 µM
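Agonist mode: compounds and dopamine controls were applied to plated cells for 90 min at 37 degrees C after an overnight attachment at 1500 cells/well. Luminescent read-out followed 30 - 60 minutes at room temperature with DiscoveRx detection reagent.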
Abeta rescue = qHTS for compounds that reverse cellular toxicity of Amyloid beta (A-beta) peptide in yeast: Primary Screen; Potency, µM (top dose mostly 46.1 µM), without a hit: top-dose growth rescue, usual class: activators; actives 0.063% (n = 410,000); yeast expressing A-beta42, growth rescue, OD600, 48 h; response scale: 0% DMSO, 100% iron-clioquinol control; AID 1347071, 2019; note: potency is the fitted concentration of half-maximal effect; nearly all actives have a fitted effect of over 55% in size
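Yeast A-beta toxicity model in growth medium with pinned compounds, 48 h at 30 C; growth read as absorbance at 600 nm. Normalized to FeCl3/clioquinol equimolar mix (positive) and DMSO (negative).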
FUS yeast rescue = qHTS for Suppressors of FUS Proteinopathy: Primary screen using FUS-linked yeast assay; S. cerevisiae FUS-expressing, growth rescue, OD600, 24 h; Potency, µM (doses to about 76.6 µM), for inactives: top-dose growth rescue (activation), hits mostly activators; actives 0.24% (n = 390,000); AID 1347120, 2019;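 note: potency is the fitted concentration of half-maximal effect; plate controls were DMSO vehicle for no effect and reference control for full effect; nearly all actives have a fitted effect of over 55% in size; some results filed as inactive show a strong effect at the top dose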
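S. cerevisiae expressing FUS from galactose induction served as the toxicity model. Growth after 24hr at 30C, read as absorbance at 600 nm, indicates suppression of toxicity; compounds dosed at several concentrations.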
EPAC2 agonist = qHTS for Agonist of cAMP-regulated guanine nucleotide exchange factor 4 (EPAC2): primary screen | Rap guanine nucleotide exchange factor 4 (Homo sapiens), Q8WZA2 | Potency, µM (series often up to 154 µM), without a hit: at the top dose activation, actives largely listed as activators | actives 0.079% (n = 360,000) | EPAC2 activation, biochemical qHTS; response scale: 100% = 6.5 mM cAMP response | AID 720711, 2013; note: potency is the fitted concentration of half-maximal effect; nearly all actives have a fitted effect of over 50% in size
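Each well held 100 nM EPAC2, 250 nM RAP1B-BODIPY-GDP and 50 uM GDP. Fluorescence, read at 5-min intervals to 30 min, was referenced to a 6.5 mM cAMP positive control.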
Active calls of the source: *; & = joins results of further samples; [ ] = remark or other dose. Unless noted, calls come from the whole dose curve; as a rule, active = well fitted curve in the direction sought with a large enough effect; inconclusive = small, poorly fitted or top-dose-only effect, or another doubt; inactive = no such curve, though single readings can be large; an effect the other way counts as inactive or inconclusive.

For COc1ccccc1OCC(=O)Nc1nnc(C2CCCC2)s1 the results were aSyn rescue 12.0%, EPAC2 antag 4.5%, TDP-43 yeast inh inconclusive, D3 antag 5.8, DRD3 agonist 28.0, Abeta rescue 21.2%, FUS yeast rescue 15.1% and EPAC2 agonist 3.4%.
CCOC(=O)c1[nH]c(C)c(C(=O)c2ccc(C)cc2)c1C was read as aSyn rescue -12.4%, EPAC2 antag -3.1%, TDP-43 yeast inh 0.0%, D3 antag -10.3, DRD3 agonist -5.8, Abeta rescue -2.6%, FUS yeast rescue 5.6% and EPAC2 agonist 4.1%.
`Cc1nccc(-c2sc(-c3cccs3)nc2C)n1` gave aSyn rescue 3.3%, EPAC2 antag -6.4%, TDP-43 yeast inh 22.6%, D3 antag -3.4, DRD3 agonist 1.8, Abeta rescue -11.1%, FUS yeast rescue 8.7% and EPAC2 agonist 5.1%.
For CC(=O)Nc1sc2c(c1C(c1ccccc1Cl)N1CCN(CCO)CC1)CCCC2 (stereo not given) the results were aSyn rescue -4.0%, EPAC2 antag -12.4%, TDP-43 yeast inh 0.8%, D3 antag -11.1, DRD3 agonist 3.0, Abeta rescue -3.2%, FUS yeast rescue -1.0% and EPAC2 agonist 8.1%.
Screening CN(CCNC(=O)C1CCCN(c2ncnc3c2nc2n3CCCCC2)C1)Cc1ccccc1 (stereo not given) returned aSyn rescue -3.2%, EPAC2 antag 4.4%, TDP-43 yeast inh -6.5%, D3 antag -29.4, DRD3 agonist -11.2, FUS yeast rescue -2.6% and EPAC2 agonist 10.4%.
`O=C(NCCN1CCCC1)c1ccc(CS(=O)(=O)c2c(Cl)cccc2Cl)o1` gave aSyn rescue -5.4%, EPAC2 antag 19.1%, TDP-43 yeast inh -4.8%, D3 antag 11.9, DRD3 agonist 0.3, Abeta rescue -2.8%, FUS yeast rescue -8.2% and EPAC2 agonist -1.0%.
`OC[C@@H]1CN(C2CCCC2)C[C@H](n2cnc3c(NC4CC4)ncnc32)O1` gave aSyn rescue -7.1%, EPAC2 antag 15.9%, TDP-43 yeast inh 5.0%, D3 antag -9.3, DRD3 agonist -1.5, Abeta rescue -14.7%, FUS yeast rescue -12.6% and EPAC2 agonist 7.6%.
`O=C(Nc1ccc2ccccc2c1)C(c1ccccc1F)n1c(=O)c(-c2cc3ccccc3[nH]2)nc2ccccc21` (stereo not given) gave aSyn rescue 24.5%, EPAC2 antag 16.9%, TDP-43 yeast inh inconclusive, D3 antag 16.7, DRD3 agonist 0.4, Abeta rescue 22.1%, FUS yeast rescue inconclusive and EPAC2 agonist 4.3%.
Screening c1ccc(COc2cccc(CNCc3ccccn3)c2)cc1 returned aSyn rescue 8.2%, EPAC2 antag -2.3%, TDP-43 yeast inh -9.0%, D3 antag -26.8, DRD3 agonist -15.9, Abeta rescue -5.7%, FUS yeast rescue -11.3% and EPAC2 agonist 5.0%.
COc1ccccc1CN1CCN(Cc2nc(-c3cccs3)no2)CC1 was read as aSyn rescue -1.3%, EPAC2 antag 16.7%, TDP-43 yeast inh -9.4%, D3 antag inconclusive, DRD3 agonist -19.0, FUS yeast rescue 15.4% and EPAC2 agonist 4.9%.
For O=C(O)CSc1nnc(-c2ccncc2)n1CCc1ccccc1 the results were aSyn rescue 1.2%, EPAC2 antag -3.2%, TDP-43 yeast inh -6.1%, D3 antag -16.5, DRD3 agonist 2.4, Abeta rescue 0.5%, FUS yeast rescue 9.5% and EPAC2 agonist 12.8%.
`COc1ccc(NC(=O)/C(C#N)=C/c2ccc(Sc3nncn3C)c([N+](=O)[O-])c2)cc1` gave aSyn rescue -3.3%, EPAC2 antag 16.5%, TDP-43 yeast inh 0.0%[9.22 µM], D3 antag -12.2, DRD3 agonist -9.3, Abeta rescue -0.7%, FUS yeast rescue inconclusive and EPAC2 agonist -0.5%.
For COc1ccc(S(=O)(=O)N(C)CC(=O)N2CCOCC2)cc1Cl the results were aSyn rescue -3.8%, EPAC2 antag 0.5%, TDP-43 yeast inh -11.2%, D3 antag 11.4, DRD3 agonist -4.9, Abeta rescue 3.1%, FUS yeast rescue -14.7% and EPAC2 agonist -13.7%[15.6 µM].
Screening CCCSc1nnc2n(-c3cccc(C)c3)c(=O)c3c4c(sc3n12)CCCC4 returned aSyn rescue -0.3%, TDP-43 yeast inh 21.2%, DRD3 agonist -7.5, Abeta rescue -26.8% and FUS yeast rescue 2.5%.
For O=C(NC(=S)Nc1ccc(N2CCCC2)cc1)c1ccccc1[N+](=O)[O-] the results were aSyn rescue 6.8%, EPAC2 antag 2.4%, TDP-43 yeast inh -3.5%, D3 antag -13.2, DRD3 agonist -13.5, Abeta rescue 0.0% and EPAC2 agonist 2.7%.
Screening O=C(NC1CCCCC1)N1CCCC(c2nc3ccccc3[nH]2)C1 (stereo not given) returned aSyn rescue -3.4%, EPAC2 antag 10.1%, TDP-43 yeast inh 0.0%, D3 antag -125.7*, DRD3 agonist -18.1, Abeta rescue -22.3%, FUS yeast rescue 20.5% and EPAC2 agonist -2.6%.
`COc1cccc(Nc2nc(N)c([N+](=O)[O-])c(NCc3ccccc3)n2)c1` gave aSyn rescue 2.1%, EPAC2 antag -13.5%, TDP-43 yeast inh 25.1µM*, D3 antag 0.0, DRD3 agonist 5.7, Abeta rescue 4.0%, FUS yeast rescue 9.8% and EPAC2 agonist 19.0%.
O=C(O)c1cccc(NC(=O)c2cccc(S(=O)(=O)Nc3cccc([N+](=O)[O-])c3)c2)c1 was read as aSyn rescue 0.1%, EPAC2 antag 2.6%, TDP-43 yeast inh 4.4%, D3 antag 0.1, DRD3 agonist 6.5, Abeta rescue 0.0%, FUS yeast rescue 18.2% and EPAC2 agonist 6.2%.
Screening COc1ccc(C(=O)NCC(c2ccco2)N2CCc3ccccc32)cc1OC (stereo not given) returned aSyn rescue 10.0%, EPAC2 antag -3.6%, TDP-43 yeast inh -5.0%, D3 antag -22.0, DRD3 agonist -10.1, Abeta rescue -11.4%, FUS yeast rescue 32.1% and EPAC2 agonist 13.1%.
For C[C@@H]1CN([C@H](C)CO)C(=O)c2c(c3ccccc3n2C)-c2ccccc2CO[C@@H]1CN(C)S(=O)(=O)c1cccs1 the results were aSyn rescue -2.7%, EPAC2 antag 7.2%, TDP-43 yeast inh -11.2%, D3 antag 0.0, DRD3 agonist -9.5, Abeta rescue -2.5%, FUS yeast rescue inconclusive and EPAC2 agonist 10.3%.
For COc1ccccc1NC(=O)CSc1nc2ccccc2n1C(C)=O the results were aSyn rescue 4.2%, EPAC2 antag -6.5%, TDP-43 yeast inh -12.5%, D3 antag 21.8, DRD3 agonist 7.8, Abeta rescue -35.8%[inhibitor], FUS yeast rescue 20.0% and EPAC2 agonist 5.5%.
Screening Cc1ccc2nc(SCC(=O)N3c4ccccc4CC3C)c(C)cc2c1 (stereo not given) returned aSyn rescue -7.2%, EPAC2 antag -3.3%, TDP-43 yeast inh -6.4%, D3 antag 21.7, DRD3 agonist -6.0, Abeta rescue -6.6%[9.22 µM], FUS yeast rescue -35.8% and EPAC2 agonist 7.6%.
Cc1cc(C)c(NC(=O)C(=O)NCC(c2cccnc2)N2CCN(Cc3ccccc3)CC2)c(C)c1 (stereo not given) was read as TDP-43 yeast inh 0.5%, DRD3 agonist -14.3, Abeta rescue -11.6% and FUS yeast rescue 1.2%.
Screening CCn1c(SCC(=O)OC)nnc1-c1c[nH]c2ccccc12 returned aSyn rescue 2.9%, EPAC2 antag 0.6%, TDP-43 yeast inh -13.9%, D3 antag 45.6, DRD3 agonist -1.2, Abeta rescue -9.6%, FUS yeast rescue 7.3% and EPAC2 agonist 10.8%.
Screening COc1ccccc1CNC(=O)C1CCN(C(=O)c2sccc2-n2cccc2)CC1 returned aSyn rescue 2.6%, EPAC2 antag 7.8%, TDP-43 yeast inh 9.7%&0.6%, D3 antag -3.5, DRD3 agonist -0.9&-3.4, Abeta rescue 17.7%&-22.3%, FUS yeast rescue -12.2%&17.8% and EPAC2 agonist 11.5%.
Screening COc1ccc(N(C)S(=O)(=O)c2ccc(Cl)c(C(=O)NCCc3ccc(Cl)cc3)c2)cc1 returned aSyn rescue 6.5%, EPAC2 antag -21.9%, TDP-43 yeast inh -16.5%, D3 antag -0.8, DRD3 agonist -4.9, Abeta rescue -21.8%, FUS yeast rescue 26.3% and EPAC2 agonist 9.1%.
Screening COc1ccc(C(=O)O/N=C/c2ccc(S(=O)(=O)c3ccc(Cl)cc3)nc2)cc1 returned aSyn rescue 6.2%, EPAC2 antag -5.7%, TDP-43 yeast inh -1.9%, D3 antag -13.8, DRD3 agonist 3.9, Abeta rescue -4.2%, FUS yeast rescue 3.4% and EPAC2 agonist 5.1%.
COC(=O)c1c(N2C(=O)CCC2=O)sc2c1CCCC2 was read as aSyn rescue 9.8%, EPAC2 antag 6.8%, TDP-43 yeast inh 0.2%, D3 antag -1.7, DRD3 agonist 0.7, Abeta rescue 5.6%, FUS yeast rescue -19.7% and EPAC2 agonist 10.6%.
Screening Cc1cc(C)n(CCSCC(=O)O)n1 returned aSyn rescue -3.5%, EPAC2 antag 1.6%, TDP-43 yeast inh -13.3%, D3 antag -7.5, DRD3 agonist 3.0, Abeta rescue -12.3%, FUS yeast rescue -19.0% and EPAC2 agonist 8.2%.

Entries from the list above with a furan ring, fused or not, in the order listed:
`O=C(NCCN1CCCC1)c1ccc(CS(=O)(=O)c2c(Cl)cccc2Cl)o1` gave aSyn rescue -5.4%, EPAC2 antag 19.1%, TDP-43 yeast inh -4.8%, D3 antag 11.9, DRD3 agonist 0.3, Abeta rescue -2.8%, FUS yeast rescue -8.2% and EPAC2 agonist -1.0%.
Screening COc1ccc(C(=O)NCC(c2ccco2)N2CCc3ccccc32)cc1OC (stereo not given) returned aSyn rescue 10.0%, EPAC2 antag -3.6%, TDP-43 yeast inh -5.0%, D3 antag -22.0, DRD3 agonist -10.1, Abeta rescue -11.4%, FUS yeast rescue 32.1% and EPAC2 agonist 13.1%.

This is a subset, so the mix of outcomes need not match the whole.
